4MU fluor: qHTS Assay for Spectroscopic Profiling in 4-MU Spectral Region | compound autofluorescence, 340/450 nm, 4-MU equivalents; stronger effect = higher value | max dye-equivalent concentration, M | actives 11% (n = 59,000) | AID 589, 2007; in the data active = max dye-equivalent concentration above about 10 nM; inconclusive = mostly about 1.1 nM to 9.6 nM
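Compounds in 100 mM Tris, pH 8.0, incubated 15 min at room temperature, then fluorescence read at 340 nm excitation/450 nm emission. Signal converted to 4-MU dye-equivalent concentration using an on-plate six-point 4-MU standard curve.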
USP2a inhib: qHTS Assay for Inhibitors of Ubiquitin-specific Protease USP2a; USP2a enzymatic assay, qHTS inhibition; Potency, µM (doses to about 38.3 µM), without a hit: top-dose activity change, negative = inhibition, hits mostly inhibitors; actives 0.1% (n = 60,000);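 note: potency is the fitted concentration of half-maximal effect; nearly all actives have a fitted effect of over 60% in size; plate controls were DMSO for no effect and NEM full inhibition control for full effect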
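USP2 core (20nM final) preincubated 30 min RT with compound, then Ub-PLA2 20nM and NBD C6-HPC 20uM final added; buffer 20mM Tris-HCl pH 8.0, 2mM CaCl2. Fluorescence Ex 460/Em 535 read at 0 and 2.5 h; normalized to NEM.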
HEK293 cAMP cs: qHTS Assay for Agonists of the Thyroid Stimulating Hormone Receptor: Activators of Intracellular cAMP Concentrations in Parental HEK 293; parental HEK293 CNG cAMP sensor, membrane potential fluorescence; actives 2.5% (n = 73,000); Potency, µM (doses to about 57.1 µM), for the others: top-dose activation, most hits filed as activators; AID 938, 2007; note: potency is the fitted concentration of half-maximal effect; % of control where 0% means no effect; nearly all actives have a fitted effect of over 55% in size
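Counterscreen for endogenous-receptor signalling: CNG-channel HEK 293 cells report cAMP rise by membrane depolarization. After 60 min dye equilibration with 100 uM RO 20-1724, compounds incubated 30 min before bottom-read fluorescence at 590 nm.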
Ub-GFP proteasome: Ubiquitin-GFP Assay; Potency, µM (top dose mostly 45.9 µM), without a hit: top-dose activation (GFP accumulation), actives largely listed as activators; 67,000 tested, under 10 active; Ubiquitin-GFP reporter cells, proteasome inhibition, GFP fluorescence; response scale: untreated = 0%, 10 µM MG-132 = 100%; AID 526, 2006; active = well fitted activation curve with a large enough effect, not every such curve was filed as active; inconclusive = small, poorly fitted or top-dose-only effect, or another doubt; inactive = no such curve, though single readings can be large or run the other way; note: potency is the fitted concentration of half-maximal effect
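Reporter cells (U2OS, ubiquitin-G76V-GFP fusion) are plated overnight, then treated 4 hr at 37 °C with compound titrations from 46 uM down to 2.9 nM. Activity is scaled against untreated cells and 10 uM MG-132.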
Casp7 inh: qHTS Assay for Allosteric/Competitive Inhibitors of Caspase-7; recombinant caspase-7, Ac-DEVD-AFC fluorescence rate; actives 0.02% (n = 75,000); P55210; Potency, µM (doses to about 57.5 µM), without a hit: at the top dose activity change, negative = inhibition, actives largely listed as inhibitors; active = well fitted inhibition curve with a large enough effect in the main read-out, with a control signal flat, not every such curve was filed as active; inconclusive = small, poorly fitted or top-dose-only effect, or a change in a side signal; note: potency is the fitted concentration of half-maximal effect; % of control where 0% means no effect
Target sequence (P55210 24-198 limits assumed): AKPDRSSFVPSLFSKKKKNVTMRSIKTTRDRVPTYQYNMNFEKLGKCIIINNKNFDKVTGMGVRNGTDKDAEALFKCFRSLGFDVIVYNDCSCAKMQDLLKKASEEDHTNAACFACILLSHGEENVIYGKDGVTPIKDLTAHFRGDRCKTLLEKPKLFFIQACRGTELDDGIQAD
Target sequence (P55210 207-303 limits assumed): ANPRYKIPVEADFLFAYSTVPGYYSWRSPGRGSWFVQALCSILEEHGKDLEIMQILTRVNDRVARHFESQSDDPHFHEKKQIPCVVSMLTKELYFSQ
Caspase-1 inhib: qHTS Assay for Allosteric/Competitive Inhibitors of Caspase-1; Caspase-1 enzyme, Ac-WEHD-AFC fluorogenic rate; Potency, µM (titrated, usually from 57.5 µM), for the others: at the top dose activity change, negative = inhibition, most hits filed as inhibitors; actives 0.03% (n = 75,000);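 note: potency is the fitted concentration of half-maximal effect; plate controls were vehicle for no effect and no substrate for full effect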
Target sequence (P29466 120-297 limits assumed): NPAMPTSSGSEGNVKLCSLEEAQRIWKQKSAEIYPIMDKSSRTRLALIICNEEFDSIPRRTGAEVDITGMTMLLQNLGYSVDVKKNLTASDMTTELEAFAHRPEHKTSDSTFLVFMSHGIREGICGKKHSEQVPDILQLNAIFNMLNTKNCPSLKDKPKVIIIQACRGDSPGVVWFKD
Target sequence (P29466 317-404 limits assumed): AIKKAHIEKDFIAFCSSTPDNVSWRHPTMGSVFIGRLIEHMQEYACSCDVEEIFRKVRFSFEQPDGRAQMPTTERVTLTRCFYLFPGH
Fluorescein autfl: qHTS Assay for Spectroscopic Profiling in Fluorescein Spectral Region | Compound autofluorescence, 480/540 nm, fluorescein-equivalent; stronger effect = higher value | max fluorescein-equivalent concentration, M | actives 0.91% (n = 59,000) | AID 593, 2007; in the data active = max fluorescein-equivalent concentration above about 10 nM; inconclusive = between about 1.1 nM and that limit
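Fluorescein stocks ranging 3 mM down to 300 nM, plus DMSO blanks, were pinned alongside compounds to build a per-plate standard curve. Buffer: 100 mM Tris, pH 8.0. Incubation 15 min, room temperature; filters 480/540 nm.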
BRCT PPI green: qHTS Assay for Inhibitors of BRCT-Phosphoprotein Interaction (Green Fluorophore); Breast cancer type 1 susceptibility protein (Homo sapiens), P38398; BRCA1 BRCT-phosphopeptide binding, green fluorescence polarization; Potency, µM (highest dose often 76.9 µM), inactives show at the highest dose activity change, negative = inhibition, most hits filed as inhibitors; actives 0.05% (n = 75,000);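 note: potency is the fitted concentration of half-maximal effect; plate controls were peptide without protein for full effect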
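Compounds were incubated for 12 min at room temperature with a complex of 100 nM fluorescein-tagged pBACH1 decapeptide and 250 nM His-tagged BRCT protein. Buffer was phosphate pH 7.3 with EDTA, DTT and Tween 20. Disruption of binding lowers the polarization signal.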
A350 fluor: qHTS Assay for Spectroscopic Profiling in A350 Spectral Region; Compound autofluorescence, 340/450 nm, Alexa 350 dye-equivalents; stronger effect = higher value; max dye-equivalent concentration, M; actives 11% (n = 59,000); AID 590, 2007; in the data active = max dye-equivalent concentration above about 10 nM; inconclusive = mostly about 1.1 nM to 9.6 nM
BRCT inh red: qHTS Assay for Inhibitors of BRCT-Phosphoprotein Interaction (Red Fluorophore); Breast cancer type 1 susceptibility protein (Homo sapiens), P38398; BRCT-phosphopeptide binding, red fluorescence polarization; Potency, µM (top dose mostly 76.9 µM), inactives show at the highest dose activity change, negative = inhibition, usual class: inhibitors; actives 0.03% (n = 75,000); AID 892, 2007; note: % is set by controls: 0 for no effect and ±100 for the full control effect
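Rhodamine-labelled pBACH1 10-mer (100 nM) bound to BRCT domain (100 nM) at pH 7.3; compounds incubated 12 min room temperature, polarization read. Free peptide defines full inhibition; unlabelled decapeptide titrated as control.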
Epigenetic mod: qHTS Assay for Epigenetic Modulators | actives 0.09% (n = 68,000) | Potency, µM (series often up to 46.1 µM), for the others: at the highest dose GFP derepression (activation) | AID 597, 2007 | mouse C127i GFP locus derepression, cytometry, 30 h; note: % of control where 0% means no effect
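Derepression screen: silenced CMV-GFP reporter in murine C127i cells, 30 h compound incubation at 37 C, washed cells imaged by laser-scanning cytometer to enumerate GFP-expressing objects of 20 to 120 um.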
An asterisk follows results filed as active; i = inactive; ? = inconclusive; · = not tested or not shown; [ ] = remark or other dose. Unless noted, calls come from the whole dose curve; as a rule, active = well fitted curve in the direction sought with a large enough effect; inconclusive = small, poorly fitted or top-dose-only effect, or another doubt; inactive = no such curve, though single readings can be large; an effect the other way counts as inactive or inconclusive. Only part of the results is shown; the hit share may differ from the screen's.

molecule,4MU fluor,USP2a inhib,HEK293 cAMP cs,Ub-GFP proteasome,Casp7 inh,Caspase-1 inhib,Fluorescein autfl,BRCT PPI green,A350 fluor,BRCT inh red,Epigenetic mod
COc1ccc(S(=O)(=O)N2CCN(CC(=O)Nc3cccc(F)c3)CC2)cc1,i,18%,9%,10%,0%,-1%,?,0.9%,i,-0.5%,-1%
O=C(CCN1C(=O)c2ccccc2S1(=O)=O)Nc1nc2c(s1)CCCC2,i,23%,20%,-4%,-1%,4%,i,-7.8%,i,-3.0%,2%
CSc1nnc(-c2cnccn2)n1Cc1ccccc1,i,·,8%,0%,2%,-2%,i,-2.2%,i,-0.1%,-2%
CC1(C)CC(=O)C(C=NC(CCC(N)=O)C(=O)O)=C(O)C1 (stereo not drawn),i,-5%,4%,-14%,1%,2%,i,-1.9%,i,-0.8%,0%
Cc1nc2ccc(S(=O)(=O)Nc3ccccc3C)cc2s1,i,6%,29%,1%,0%,-1%,i,5.6%,i,1.1%,-2%
O=C(O)C1=CC(O)[C@@H](O)C(O)C1 (stereo partly drawn),·,-2%,·,·,0%,-1%,·,-3.0%,·,0.1%,·
CC(C)[C@H](CO)Nc1nc(Nc2cc(N)cc(Cl)c2)c2ncn(C(C)C)c2n1,·,·,-33%[inhibitor],5%,-1%,-3%,·,-2.4%,·,-1.5%,-2%
Cc1sc2nc(SCC(=O)NCc3cccs3)[nH]c(=O)c2c1C,i,-3%,13%,4%,-1%,-1%,i,-1.1%,?,-1.9%,0%
CCOC(=O)C1CCN(C(=O)C2(NC(=O)Nc3ccccc3Cl)CCCCC2)CC1,i,16%,?,3%,10%,0%,?,-0.5%,?,0.3%,0%
Cc1nnc2ccc(N3CCC4(CC3)OCCO4)nn12,i,7%,0%,9%,0%,-1%,i,-2.1%,i,-0.9%,0%
Cc1n[nH]c(C)c1S(=O)(=O)N1CCCC(C(=O)NCc2cccs2)C1 (stereo not drawn),i,1%,-1%,-2%,3%,2%,i,-0.1%,i,-1.8%,2%
CCOC(=O)C1CCCN(C(=O)C2CCN(c3nnc(-n4cccc4)s3)CC2)C1 (stereo not drawn),·,·,13%,-6%,0%,-2%,·,1.1%,·,0.7%,3%
Cc1nn(Cc2ccccc2)c(C)c1NC(=O)CSc1nnc(-c2cc(Cl)ccc2O)n1C,i,37%[activator],20%,-6%,-4%,-6%,i,-0.8%,i,-0.8%,0%
ClC(=Nc1cccc2ccccc12)N(c1ccccc1)c1ccccc1,i,·,4%[11.4 µM],-6%[9.17 µM],0%[11.5 µM],-6%[11.5 µM],?,-0.8%[15.4 µM],i,2.2%[15.4 µM],-1%[9.22 µM]
COc1ccccc1-c1coc2cc(O)ccc2c1=O,·,42%[activator],·,·,-8%,-5%,·,1.3%,·,0.4%,·

molecule,4MU fluor,USP2a inhib,HEK293 cAMP cs,Ub-GFP proteasome,Casp7 inh,Caspase-1 inhib,Fluorescein autfl,BRCT PPI green,A350 fluor,BRCT inh red,Epigenetic mod
CCN(CC(=O)Nc1ccc2c(c1)OCCO2)c1ccc(S(=O)(=O)N2CCOCC2)cn1,i,13%,34%,-4%,-1%,4%,i,3.5%,i,-0.5%,2%
C/C=C(/C)C#N,·,·,-19%,·,0%,-3%,·,3.2%,·,0.6%,·
CCCN(CCC)c1nc2ccccc2n2c(C)nnc12,i,16%,19%,2%,-4%,0%,i,-1.0%,i,-4.9%,-1%
Cc1cc(C)nc(SCC(=O)N2CCC(C(N)=O)CC2)n1,i,-3%,-1%,5%,0%,-5%,i,0.3%,i,-0.2%,0%
O=C(c1cccc(F)c1)N1CCC2(CC1)CCN(c1ccc(-c3ccccc3)cc1)CC2,i,31%[activator],16µM*,-10%,-2%,-4%,?,-1.1%,i,-4.0%,14%[9.22 µM]
Cc1cc(C)c(NC(=O)CN2C(=O)NC3(CCCCC3)C2=O)c(C)c1,i,9%,1%,-1%,1%,-1%,i,-1.4%,i,1.6%,2%
CCOc1ccccc1NC(=O)CSc1c(C)n[nH]c1C,i,-3%,3%,9%,1%,0%,i,-1.7%,i,0.2%,4%
COc1cc(-c2nnc3sc(-c4ccco4)nn23)cc(OC)c1OC,i,7%,-1%,6%,1%,0%,i,-1.5%,?,-0.4%,2%
COC(=O)c1c(NC(=O)CN2CCCC(C)C2)c2c(C)cccc2n1C (stereo not drawn),i,5%,?,3%,-1%,-1%,i,0.4%,i,1.5%,4%
Cc1ccc(NC(=O)CN(c2ccccc2F)S(C)(=O)=O)cc1,i,7%,7%,12%,1%,0%,i,0.0%,i,0.1%,1%
COc1cc(C(=O)Nc2ccc(NC(=O)C3CC3)nc2)cc(OC)c1OC,i,27%,-6%,1%,-2%,0%,i,-2.1%,i,-0.8%,0%
Cc1cc(N2CCOCC2)nc2ccc(Cc3ccc4nc(N5CCOCC5)cc(C)c4c3)cc12,2.7e-08M*,·,4%[11.4 µM],6%[9.17 µM],-3%[11.5 µM],1%[11.5 µM],i,-0.6%[15.4 µM],2.9e-08M*,1.3%[15.4 µM],-2%[9.22 µM]
CC(C)CNc1cc(Cl)c(S(=O)(=O)NCC(C)C)cc1C(=O)O,·,-10%,?,-2%,-11%,-3%,·,-3.3%,·,0.7%,5%
CSc1nc2cc(Cl)ccc2s1,i,6%,1%,2%,-3%,0%,?,-1.4%,i,-0.3%,-1%
Cc1cccc(-n2c(SCC(=O)NCc3ccco3)nnc2-c2ccco2)c1,i,3%,12%,-4%,2%[0.00368 µM],1%,?,0.7%,i,-1.9%,-2%

molecule,4MU fluor,USP2a inhib,HEK293 cAMP cs,Ub-GFP proteasome,Casp7 inh,Caspase-1 inhib,Fluorescein autfl,BRCT PPI green,A350 fluor,BRCT inh red,Epigenetic mod
O=[N+]([O-])c1ccccc1N=Nc1c(O)[nH]c2ccc(S(=O)(=O)O)cc12,i,·,-5%[11.4 µM],-5%[9.17 µM],-1%[11.5 µM],2%[11.5 µM],?,-0.8%[15.4 µM],i,-2.2%[15.4 µM],7%[9.22 µM]
Cc1cccc2cc(COC(=O)COc3ccccc3)c(=O)[nH]c12,i,14%,7%,4%,-3%,-3%,?,-4.0%,i,-0.2%,2%
O=C(Nc1ncnc2sc3c(c12)CCC3)c1ccco1,i,5%,15%,4%,1%,0%,i,0.8%,i,-0.8%,-1%
O=C(O)[C@H]1[C@H](C(=O)O)[C@H](C(=O)O)C[C@@H]1C(=O)O,i,·,0%[11.4 µM],-4%[9.17 µM],1%[11.5 µM],0%[11.5 µM],i,-1.2%[15.4 µM],i,0.2%[15.4 µM],2%[9.22 µM]
Cc1ccc(N2CC(C(=O)N3CCN(C(=O)c4ccco4)CC3)CC2=O)cc1 (stereo not drawn),i,6%,11%,-4%,-3%,-1%,i,-1.7%,i,-0.8%,-3%
COc1ccc(C(=O)Nc2ccc(S(=O)(=O)NC(C)=O)cc2)cc1,·,7%,-2%,6%,1%,-2%,·,-2.7%,·,-1.0%,-2%
Cc1ccc(-c2ccc(=O)n(CCC(=O)NCc3ccccn3)n2)cc1,i,30%[activator],5%,-6%,1%,0%,?,0.3%,?,-3.1%,0%
CC(C)c1ncc(C(O)c2cccc3ccccc23)n1C (stereo not drawn),·,-1%,15%,-10%,-2%,-1%,·,-1.4%,·,-1.1%,5%
Cc1ccccc1-n1nc(C)c2cc(C(=O)N3CCN(S(=O)(=O)c4ccccc4)CC3)sc21,i,2%,-9%,-5%,0%,1%,i,-0.6%,?,-0.2%,3%
COc1ccccc1C(c1nnnn1Cc1ccccc1)N1CCN(c2nc3ccccc3s2)CC1 (stereo not drawn),i,·,19%,0%,0%,-3%,i,-0.7%,i,-0.3%,2%

Record cards, as listed above.
O=C(O)[C@H]1[C@H](C(=O)O)[C@H](C(=O)O)C[C@@H]1C(=O)O across the screens: 4MU fluor: i; USP2a inhib: ·; HEK293 cAMP cs: 0%[11.4 µM]; Ub-GFP proteasome: -4%[9.17 µM]; Casp7 inh: 1%[11.5 µM]; Caspase-1 inhib: 0%[11.5 µM]; Fluorescein autfl: i; BRCT PPI green: -1.2%[15.4 µM]; A350 fluor: i; BRCT inh red: 0.2%[15.4 µM]; Epigenetic mod: 2%[9.22 µM]
COc1ccc(C(=O)Nc2ccc(S(=O)(=O)NC(C)=O)cc2)cc1 across the screens: 4MU fluor: ·; USP2a inhib: 7%; HEK293 cAMP cs: -2%; Ub-GFP proteasome: 6%; Casp7 inh: 1%; Caspase-1 inhib: -2%; Fluorescein autfl: ·; BRCT PPI green: -2.7%; A350 fluor: ·; BRCT inh red: -1.0%; Epigenetic mod: -2%
